# AMA1 RON2 block: inhibitors of Plasmodium falciparum AMA1-RON2 interaction; AlphaScreen AMA1-biotinylated RON2 peptide binding; Potency, µM (top dose mostly 58.2 µM), for the others: at the top dose activity change, negative = inhibition, actives largely listed as inhibitors; hit rate 0.2% among 360,000;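 also: potency is read from the fitted curve at half-maximal effect; 0% = vehicle wells and -100% = peptide control; nearly all actives have a fitted effect of over 45% in size; some results filed as inactive show a strong effect at the top dose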
#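 AMA1 (3D7) with his tag at 25 nM final met compounds first, then biotinylated RON2 peptide at 25 nM; detection used donor plus acceptor beads, 10 µg/mL apiece, read by AlphaScreen after 30 min at room temperature.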
# TbPYK inhibitor: T. brucei pyruvate kinase inhibition; Q57TT1; TbPYK enzyme, Kinase-Glo Plus ATP luminescence, 45 min; Potency, µM (highest dose often 76.8 µM), for inactives: top-dose activity, negative = inhibition, most hits filed as inhibitors; hit rate 0.12% among 410,000; AID 624173; also: potency is read from the fitted curve at half-maximal effect; % is scaled to controls: 0 for no effect and ±100 for the full control effect; nearly all actives have a fitted effect of over 50% in size
#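 T. brucei PYK with substrate was exposed to pin-transferred compounds across a concentration series, then started with 130 uM ADP (final). After 45 min at room temperature, Kinase-Glo Plus luminescence was read, normalized and curve-fitted.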
# Cycloheximide cs: counter-screen for Shiga toxin inhibitors: cycloheximide protein synthesis inhibition. cell reporter, cycloheximide protein synthesis inhibition counterscreen. max response, %. hit rate 12% among 300,000. AID 2314; in the data active = max response mostly above about 13%, no sharp cut-off; inactive = mostly below about 14%; also: read at 38.3 µM for the half of the compounds with a filed dose; 0% is about no effect
# Pf growth 48h: inhibits P. falciparum growth in the first generation, 48 h. P. falciparum luciferase growth in erythrocytes, 48 h. Potency, µM (doses to about 28.7 µM), inactives show at the highest dose activity change, negative = inhibition, hits mostly inhibitors. hit rate 5.9% among 310,000. AID 504832; also: potency is read from the fitted curve at half-maximal effect; % is scaled to controls: 0 for no effect and ±100 for the full control effect
#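 Compounds are pin-transferred into medium, infected erythrocytes (2% hematocrit, 0.1% parasitemia final) are added, and plates sit one parasite generation at 37 C in 5% CO2. Detection reagent is then added and luminescence measured.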
# Shiga toxin inh: Shiga toxin inhibition | Vero cells, Shiga toxin protein synthesis inhibition reporter | inhibition, % at 38.7 µM | hit rate 9.2% among 290,000 | AID 2315; in the data active = inhibition mostly above about 28%, no sharp cut-off; inactive = mostly below about 43%; also: 0% is about no effect
# Pf growth 96h: inhibits malaria parasite growth, 96 h; P. falciparum luciferase reporter growth, 96 h; Potency, µM (highest dose often 28.7 µM), for the others: at the highest dose activity change, negative = inhibition, usual class: inhibitors; hit rate 6.9% among 320,000; AID 504834; also: potency is read from the fitted curve at half-maximal effect; % is scaled to controls: 0 for no effect and ±100 for the full control effect
#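 Plates of compound plus infected erythrocytes (2% hematocrit, 0.05% parasitemia final) incubate 96 hours, 37 C, 5% CO2. Detection reagent added; reduced luminescence from the parasites' luciferase reporter flags inhibition.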
# LmPK inhibitor: LmPK (Leishmania mexicana) enzyme inhibition | Q27686 | purified LmPK, Kinase-Glo ATP luminescence, 1 h | Potency, µM (doses to about 57.5 µM), for inactives: at the top dose activity change, negative = inhibition, hits mostly inhibitors | hit rate 0.37% among 290,000 | AID 1721; also: potency is read from the fitted curve at half-maximal effect; % is scaled to controls: 0 for no effect and ±100 for the full control effect
# Target sequence (Q27686 whole entry, looked up): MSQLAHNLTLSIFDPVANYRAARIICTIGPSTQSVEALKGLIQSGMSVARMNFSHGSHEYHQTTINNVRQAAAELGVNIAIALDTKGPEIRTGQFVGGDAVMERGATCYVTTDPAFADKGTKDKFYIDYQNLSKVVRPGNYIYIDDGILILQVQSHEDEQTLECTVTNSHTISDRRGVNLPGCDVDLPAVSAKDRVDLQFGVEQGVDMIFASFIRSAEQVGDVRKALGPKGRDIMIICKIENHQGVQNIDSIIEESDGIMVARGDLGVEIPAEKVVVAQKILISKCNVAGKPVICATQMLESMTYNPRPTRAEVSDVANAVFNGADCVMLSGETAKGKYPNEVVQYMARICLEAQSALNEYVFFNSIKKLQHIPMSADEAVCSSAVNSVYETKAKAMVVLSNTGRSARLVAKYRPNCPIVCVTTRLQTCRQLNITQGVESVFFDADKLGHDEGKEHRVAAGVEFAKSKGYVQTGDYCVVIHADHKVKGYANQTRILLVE
#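 Purified LmPK (0.1 nM) with 0.5 mM PEP and 0.1 mM ADP in imidazole buffer pH 7.2 with MgCl2/KCl, 1 h at room temperature. ATP formed was read by luciferase luminescence and normalized to no-enzyme and uninhibited controls.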
# The depositor's hits bear a star; ? = inconclusive; . = no result given; & = joins results of further samples; [ ] = dose if it differs, or a comment. Unless noted, calls follow the shape of the dose curve; as a rule, active = well fitted curve in the direction sought with a large enough effect; inconclusive = small, poorly fitted or top-dose-only effect, or another doubt; inactive = no such curve, though single readings can be large; an effect the other way counts as inactive or inconclusive.
SMILES,AMA1 RON2 block,TbPYK inhibitor,Cycloheximide cs,Pf growth 48h,Shiga toxin inh,Pf growth 96h,LmPK inhibitor
Clc1ccc(CSc2nnc(NC3=NCCCCC3)s2)cc1,26%,-9%,2,.,7,11%,5%
Cc1cc(C(=O)OCC(=O)N2CC(C)OC(C)C2)c2ccccc2n1 (configuration not stated),0%,-3%,.,5%,.,24%,.
O=C(Nc1ccc(S(=O)(=O)N2CCCC2)cc1)c1cc(F)c(F)cc1Cl,-12%,-1%,16,-11%,-25,-1%,-5%
O=C1CS/C(=C\[N+](=O)[O-])N1c1ccccc1,1%,1%,-5,6%,36,40%[activator],-4%
CCOC(=O)c1csc(NC(=O)c2ccc3c(c2)OCCO3)n1,-13%,12%,51*,196%[activator],127*,-6%,0%
CSc1nnc2c3cc(F)ccc3n(Cc3ccccc3)c2n1,-14%,5%,-2,?,-15,20%,-6%
CCOc1cc(-c2n[nH]c(=S)n2Cc2ccccc2)ccc1OC(F)F,79%[activator],-7%,.,-11%,.,?,.
CC(=O)c1sc(NC(=O)CCN2C(=O)c3ccccc3C2=O)nc1C,12%,-9%,-1,3%,-13,-19%,-10%
COc1ccccc1NC(=O)N1CCN(c2ccccn2)CC1,-1%,0%,-5,.,-15,?,-1%
O=C(O)C1CCCN(S(=O)(=O)c2ccccc2)C1 (configuration not stated),-15%,7%,-2,20%,-3,?,-1%
COc1ccc(C2CC3CC(c4ccccc4)N2O3)cc1 (configuration not stated),-1%,5%,-1,6%,5,-15%,6%
COc1cccc(C(=O)NC(C)C(c2cccs2)N2CCOCC2)c1 (configuration not stated),6%,0%,-3,-10%,22,?,-4%
CN(C(=O)c1ccc(S(=O)(=O)N(C)C)cc1)c1ccc2ccccc2c1,6%,1%,8,?,46,?,-5%
Cc1cc(C)nc(SCC(=O)NC2CCCCC2C)n1 (configuration not stated),7%,5%,.,-8%,.,10%,.
CCOC(=O)c1sc(C)c(C(=O)NCCCN2CCOCC2)c1N,9%,-7%,-3,5%,13,-8%,4%
CCOC(=O)CNC(=O)Cn1cnc2c(nnn2-c2ccc(F)cc2)c1=O,-4%,0%,6,-1%,23,?,-6%
Cc1cccc(C)c1NC1=NC(=S)N(c2ccc(C(=O)O)cc2)C12CCCCC2,-4%,-5%,1,-9%,24,-15%,5%
Cc1nn(Cc2ccccc2)c(Cl)c1C(=O)OC(C)C#N (configuration not stated),5%,2%,-2,?,-2,-15%,0%
CCNC(=O)N1CCC(c2nc3ccccc3s2)CC1,-9%,8%,3,-1%[0.00184 µM],-1,?,0%
O=C(NC(=S)NCCc1ccccc1)c1ccccc1F,65%[activator],-4%,41*,48%[activator],94*,-10%,-8%
CN(c1ccc(C(=O)N2CCCCC2)cc1)S(=O)(=O)c1cccs1,-3%,11%,8,17%,16,3%,-1%
O=C(O)/C=C/C(=O)Nc1ccc(Cl)c(C(=O)O)c1,-13%,4%,19*,59%[activator],51*,0%,1%
COc1cc(NC(=O)c2cccs2)ccc1NC(=O)c1ccccc1Cl,-1%,-1%,29*,-28%,40,-4%,0%
O=C(COC(=O)CCc1nc2ccccc2c(=O)[nH]1)NC(=O)NC1CCCC1,0%,?,0,-3%,7,22%,-4%
CCCc1ccc(OCc2ccc(C(=O)NCc3cccnc3)o2)c(OC)c1,-2%,2%,10,39%[activator],19,56%[activator],0%

# 6 compounds picked at random from the list so far, as already listed:
SMILES,AMA1 RON2 block,TbPYK inhibitor,Cycloheximide cs,Pf growth 48h,Shiga toxin inh,Pf growth 96h,LmPK inhibitor
CN(C(=O)c1ccc(S(=O)(=O)N(C)C)cc1)c1ccc2ccccc2c1,6%,1%,8,?,46,?,-5%
CCNC(=O)N1CCC(c2nc3ccccc3s2)CC1,-9%,8%,3,-1%[0.00184 µM],-1,?,0%
CSc1nnc2c3cc(F)ccc3n(Cc3ccccc3)c2n1,-14%,5%,-2,?,-15,20%,-6%
Cc1cc(C)nc(SCC(=O)NC2CCCCC2C)n1 (configuration not stated),7%,5%,.,-8%,.,10%,.
O=C1CS/C(=C\[N+](=O)[O-])N1c1ccccc1,1%,1%,-5,6%,36,40%[activator],-4%
O=C(O)C1CCCN(S(=O)(=O)c2ccccc2)C1 (configuration not stated),-15%,7%,-2,20%,-3,?,-1%

# Going on with the list.
SMILES,AMA1 RON2 block,TbPYK inhibitor,Cycloheximide cs,Pf growth 48h,Shiga toxin inh,Pf growth 96h,LmPK inhibitor
CCCCN(C(=O)C1CCCC1)C1CCS(=O)(=O)C1 (configuration not stated),-22%,3%,.,22%,.,26%,.
COC(=O)CCn1nnc(-c2ccc(C(C)C)cc2)n1,-6%,-8%,-5,?,-11,?,-3%
COc1ccc(OC)c(CCNC(=O)c2ccc3c(c2)N(Cc2ccc(F)cc2)CCS3)c1,-12%,5%,-5,?,-4,?,2%
COc1cccc(-c2noc(CCC(=O)NC3CCCCC3)n2)c1,-2%,17%,-1,-5%,-4,.,-11%
CC(C)(C)OC(=O)NCCCC[C@H](NC(=O)c1[nH]cnc1C(=O)N[C@@H](Cc1ccccc1)C(=O)OC(C)(C)C)C(=O)OC(C)(C)C,108%[activator],4%,1,2.9µM*,-7,3.7µM*,6%
CC(Sc1nnc(-c2ccc(OC(F)F)cc2)o1)C(=O)NCC1CCCO1 (configuration not stated),8%,-5%,-2,7%,-3,-2%,-4%
O=C(Cn1cc2c(n1)CCCCC2)NCc1cccs1,-5%,5%,2,30%[activator],24,9%,0%
CCOc1ccc(S(=O)(=O)NCCC(=O)N(C)Cc2ccc(C)o2)cc1,21%,-4%,.,3%,.,0%,.
CCN(C(=O)CCNC(=O)Cn1cnc2ccccc2c1=O)c1ccccc1F,13%,0%,4,23%,-10,?,3%
CC1=C(C#N)C(c2ccoc2)C(C(=O)OCc2ccccc2)=C(N)S1 (configuration not stated),-3%,-7%,9,-38%,-2,77%[activator],5%
CCOC(=O)c1sc(=S)n(CC)c1NC(=O)CC,10%,-6%,-5,.,-5,12%,2%
O=C(Nc1ccccc1C(=O)O)c1cc(S(=O)(=O)N2CCCCC2)c(Cl)cc1Cl,-3%,13%,12,-11%,7,5%,10%
O=c1[nH]c2ccc(NC(=S)Nc3ccccc3)cc2[nH]1,-11%,-4%,10,7%,17,?,14%
Cc1ccc(-c2cc(N)n(-c3ccccc3)n2)cc1,6%,0%,66*,101%[activator],80*,138%[activator],-26%
COc1ccc(C(=O)c2c[nH]c(C(=O)NCCCn3ccnc3)c2)cc1,-15%,-3%,-4,?,-10,?,-1%
COc1cccc2c1Oc1cc([N+](=O)[O-])cc(N(C)C(C)=O)c1C=C2,-6%,1%,-2,-4%,0,12%,-3%
CCCCOC(=O)c1ccc(NC(=O)CSc2nncn2C)cc1,34%[activator],-2%,25*,27%,41,-14%,2%
O=C(CSCc1ccc(Cl)cc1)N/N=C/c1c(Cl)cccc1Cl,0%,3%,-3,1%,-1,374%[activator],2%
CCC(O)(c1ccccc1)C(CN1CCOCC1)c1ccccc1 (configuration not stated),-8%,-4%,1,?,4,-25%,0%
Oc1ccc(-c2nccc(-c3cccs3)n2)cc1,0%,2%,58*,92%[activator],133*,98%[activator],0%
COc1ccc(N(CC(=O)NCc2ccc(F)cc2)S(=O)(=O)c2c(C)n[nH]c2C)cc1,4%,3%&1%,-1,?,-2,?,-2%
COc1ccc(-c2cn(-c3ccccc3)c(=S)[nH]2)cc1OC,65%[activator],?,25*,20%[0.00184 µM],75*,-13%,-13%
CCc1ccc(C2=NN(CCC(=O)N3CCC4(CC3)OCCO4)C(=O)CC2)cc1,-1%,5%,6,-4%,-4,?,-2%
Cc1ccc(S(=O)(=O)NNC(=O)c2sc3nc(C)cc(C)c3c2-n2cccc2)cc1,33%[activator],-5%,-2,-25%,-4,16%,1%
Cc1ccc(NC(=O)COC(=O)c2cccnc2)c(C)c1,-3%,2%,1,?,6,-8%,-5%

# More structures:
SMILES,AMA1 RON2 block,TbPYK inhibitor,Cycloheximide cs,Pf growth 48h,Shiga toxin inh,Pf growth 96h,LmPK inhibitor
Cc1cc(C)c(-c2csc(NC(=O)C3=COCCO3)n2)cc1C,-8%,0%,.,39%[activator],.,15%,.
COc1ccccc1Nc1nc(-c2sc(N)nc2C)cs1,78%[activator],-2%,14*,-22%,12,?,-2%
O=S(=O)(Nc1cccc(-c2cn3cccnc3n2)c1)c1ccc(F)cc1,-13%,4%,-4,-21%,4,?,0%
NC(=O)CC(NC(=O)c1cccc(Br)c1)c1ccc(N2CCC(N3CCCC3)CC2)c([N+](=O)[O-])c1 (configuration not stated),2%,5%,-4,-8%,-3,11%,5%
CCN1C(=O)[C@H]2[C@@H](c3ccc(-c4ccc(Cl)c(Cl)c4)cc3)N3CCCC[C@@]3(C(=O)OC)[C@H]2C1=O,5%,6%,.,?,.,107%[activator],.
COc1ccccc1C(=O)Nc1ccc(-c2nnn(CC(=O)N3CCN(C(=O)c4ccco4)CC3)n2)cc1,11%,1%,28*,35%[1.15 µM],29,-32%[1.15 µM],4%
COc1ccc(CCNC(=O)CN(c2ccc(OC)c(OC)c2)S(C)(=O)=O)cc1OC,22%,-6%,1,4%,-19,-3%,1%
CSc1ccc(NC(=O)C(C)N2CCN(C)CC2)cc1 (configuration not stated),?,13%,-2,4%[0.00184 µM],-9,12%,-2%
CCC(C)(C)NC(=O)CN(Cc1cccs1)C(=O)CCC(=O)Nc1nccs1,-2%,1%,-2,10%,-13,0%,-8%
CCCN1CCN(C(=S)Nc2ccc(S(N)(=O)=O)cc2)CC1,-5%,-10%,-2,-36%,-15,?,-7%
Cc1cccc(Nc2nnc(SC3CCOC3=O)s2)c1C (configuration not stated),5%,-8%,9,16%,27,16%,1%
O=C(NCC1CCCN1S(=O)(=O)c1cccs1)C(=O)Nc1ccc(F)cc1F (configuration not stated),8%,-2%,.,-7%,.,18%,.
CC(C)Cn1c(CN2CCCCC2C)nc2c1c(=O)n(C)c(=O)n2C (configuration not stated),-8%,-19%,-4,-6%,-1,-12%,2%
CS(=O)(=O)c1ccc(Oc2ccc(-c3nnco3)cc2)c([N+](=O)[O-])c1,0%,3%,17,13%,38,10%,0%
Cc1ccc(-c2cccc(C3CC=CC4C3C(=O)N(Cc3ccccc3)C4c3ccc(C(F)(F)F)cc3)c2)cc1 (configuration not stated),4%,5%,0&-4,?,9&-5,?,1%
COc1ccc(CCNC(=O)CSc2ccc(-c3cccs3)nn2)cc1OC,-16%,0%,6,3%,-12,-25%,-2%
CCOC(=O)C(=O)Nc1ccc(S(=O)(=O)Nc2nccs2)cc1,-1%,0%,-3,8%,-3,10%,-1%
Cc1ccc(OCc2nc(-c3ccccn3)n[nH]2)cc1,?,1%,32*,43%[activator],52,.,-3%
COC/C=C/C1=CC2=CC(=O)C(C)(OC(=O)CCC(=O)OC)C(=O)C2=CO1 (configuration not stated),.,.,-4,37%[activator],-6,51%[activator],6%
Cn1cccc1Cc1nnc(SCC(=O)Nc2ccc(F)cc2)n1CCc1ccccc1,6%,-4%,-5,?,-14,?,0%
CN(CC(=O)NCc1ccccn1)S(=O)(=O)c1cc(Cl)ccc1Cl,1%,6%,.,-3%,.,45%[activator],.
Clc1ccc(SCCn2cncn2)cc1,-19%,-19%,-3,1%,-2,11%,-10%

# Source: PubChem BioAssay
